PKM2 activator = PKM2 (human) enzyme activation | 0.34% of 260,000 active | Potency, µM (series often up to 57.5 µM), for the others: at the highest dose activation, actives largely listed as activators | purified PKM2, Kinase-Glo ATP luminescence, activation; response scale: 0% is enzyme alone, no compound | P14618; also: potency is read from the fitted curve at half-maximal effect; % is scaled to controls: 0 for no effect and ±100 for the full control effect; nearly all actives have a fitted effect of over 55% in size
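Purified hPK-M2 (>95%) run at intermediate activity with 0.1 mM ADP and 0.5 mM PEP in 50 mM imidazole pH 7.2, KCl, MgCl2; 1 h room temperature. ATP formed read by Kinase-Glo luminescence; normalized to uninhibited and no-enzyme controls.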
Mito fusion yeast = mitochondrial division inhibition or fusion activation. 0.23% of 320,000 active. S. cerevisiae fusion-defective mutant growth rescue, CellTiterGlo 48 h. Potency, µM (doses to about 46.1 µM), for the others: at the top dose growth rescue (activation), hits mostly activators;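 also: potency is read from the fitted curve at half-maximal effect; % of control where 0% means no effect; nearly all actives have a fitted effect of over 45% in size; temperature-sensitive fusion mutants such as fzo1-1 at 37 °C on non-fermentable ethanol glycerol medium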
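Temperature-sensitive fusion-defective S. cerevisiae (e.g. fzo1-1, mgm1-5) were grown with compound in YPEG medium (3% ethanol, 3% glycerol) for 48 hours at 37C. Growth rescue was measured as viability by CellTiterGlo luminescence after 10 minutes at ambient.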
Eya2 inh = blocks the phosphatase activity of human Eya2. 0.006% of 330,000 active. recombinant Eya2, OMFP fluorescence dephosphorylation (OMFP is methylfluorescein phosphate). O00167. Potency, µM (titrated, usually from 76.9 µM), inactives show at the highest dose activity, negative = inhibition, hits mostly inhibitors; also: potency is read from the fitted curve at half-maximal effect; % is scaled to controls: 0 for no effect and ±100 for the full control effect
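Eya2 protein (added as 0.2 uM solution) was preincubated with compound for 10 min at ambient temperature in 50 mM HEPES pH 7.5, 50 mM NaCl, 5 uM MgCl2, 0.05% BSA, 1 mM DTT. OMFP (added at 50 uM) then reacted 10 min; fluorescence read at 485/525 nm.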
GALK inh = inhibitors of human galactokinase | P51570 | Purified GALK, Kinase-Glo residual ATP luminescence | Potency, µM (doses to about 57.5 µM), for inactives: at the top dose activity change, negative = inhibition, hits mostly inhibitors | 0.007% of 270,000 active | AID 1868; also: potency is read from the fitted curve at half-maximal effect; % is scaled to controls: 0 for no effect and ±100 for the full control effect
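The enzyme phosphorylates galactose (100 uM) using ATP (35 uM); inhibition is detected as higher residual ATP, quantified by bioluminescence after 1 h reaction at room temperature, pH 8.0.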
TSHR antagonist = antagonists of human thyroid stimulating hormone receptor | P16473 | TSHR-expressing cells, TSH-stimulated cAMP HTRF, 2 h; hits give low values | activity change, negative = inhibition, % at 11.5 µM | 0.2% of 330,000 active | AID 504810;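 active = activity change below a set negative limit, meaning inhibition stronger than a set level, cut at about -70% in these data; inconclusive = activity change between two set negative limits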; also: % is scaled to controls: 0 for no effect and ±100 for the full control effect
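Cell-based HTRF cAMP assay; TSHR cells + compound, TSH EC80 (4nM final), 2 h, 37 deg C. Lysis with anti-cAMP cryptate and cAMP-d2, 30 min RT, read 665/620 nm.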
hERG WT inh = KCNH2 (human, wildtype) channel inhibition; activity change, % at 1.84 µM; U2OS, BacMam KCNH2, thallium flux FluxOr; hits give low values; 0.37% of 340,000 active; Q12809;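 active = maximum activity change below -70%; inconclusive = maximum activity change between -70% and -50%; inactive = maximum activity change above -50%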; also: % is scaled to controls: 0 for no effect and ±100 for the full control effect
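U2OS cells transduced with wild-type KCNH2 virus are loaded with FluxOr dye for 45 min, and thallium flux is measured in kinetic reads before and after stimulation buffer. Rate constants are normalized to DMSO controls.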
MBNL1 CUG block = MBNL1-poly(CUG) RNA binding inhibition; Potency, µM (series often up to 57.5 µM), for the others: top-dose activity change, negative = inhibition, actives largely listed as inhibitors; 0.036% of 280,000 active; TR-FRET MBNL1-His/biotin-(CUG)12 binding, 665/545 ratio; Q9NR56; active = well fitted inhibition curve with a large enough effect in the signal ratio, with a control signal flat, not every such curve was filed as active; inconclusive = small, poorly fitted or top-dose-only effect, or effect the other way, or a change in a side signal; inactive = no such curve, though single readings can be large or run the other way; the % refers to the signal ratio; also: potency is read from the fitted curve at half-maximal effect; % is scaled to controls: 0 for no effect and ±100 for the full control effect
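MBNL1-His + Biotin-(CUG)12, cpd titration 92 nM–58 uM; Tb anti-His Ab 0.055 ng/ul, SA-XL665 5 nM (final); 60 min RT; ratiometric 665/545 nm, Ex 340 nm; normalized to buffer and full-complex controls.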
S-ASM inh = inhibitors of human secretory acid sphingomyelinase. 0.006% of 340,000 active. AID 504937. Potency, µM (highest dose often 57.5 µM), for the others: at the top dose activity change, negative = inhibition, most hits filed as inhibitors. placental ASM, HMU-PC fluorogenic substrate, 60 min. P17405; also: potency is read from the fitted curve at half-maximal effect
Target sequence (P17405 47-631 limits assumed): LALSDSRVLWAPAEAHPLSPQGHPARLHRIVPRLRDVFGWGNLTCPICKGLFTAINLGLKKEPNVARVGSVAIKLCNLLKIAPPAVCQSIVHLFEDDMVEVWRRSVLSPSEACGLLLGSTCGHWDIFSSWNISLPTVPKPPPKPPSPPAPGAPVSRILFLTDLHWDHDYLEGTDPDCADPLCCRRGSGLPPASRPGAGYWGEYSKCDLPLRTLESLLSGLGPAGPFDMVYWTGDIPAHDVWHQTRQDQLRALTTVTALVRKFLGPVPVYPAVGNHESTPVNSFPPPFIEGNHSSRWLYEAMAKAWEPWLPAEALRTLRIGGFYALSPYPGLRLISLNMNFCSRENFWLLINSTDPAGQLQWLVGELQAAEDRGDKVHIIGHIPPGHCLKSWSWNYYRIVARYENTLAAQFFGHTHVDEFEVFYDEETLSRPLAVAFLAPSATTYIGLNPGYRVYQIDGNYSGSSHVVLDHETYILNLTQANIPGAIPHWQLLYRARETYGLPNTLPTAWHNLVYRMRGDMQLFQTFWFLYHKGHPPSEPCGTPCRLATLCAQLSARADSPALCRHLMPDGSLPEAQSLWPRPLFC
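HMU-PC0 cleavage (9 uM final) by human placental ASM, 60 min at 37 °C following 10 min compound exposure at RT; stopped at pH 10, fluorescence Ex 386/Em 447 nm.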
BCR signal inh = blocks chronic active B-cell receptor signaling; ABC-DLBCL IkBa-CBG/CBR reporter, luminescence ratio, 4 h; Potency, µM (doses to about 46.1 µM), for the others: at the highest dose ratio change, negative = lower green/red ratio, actives largely listed as inhibitors; 0.05% of 340,000 active; active = well fitted inhibition curve with a large enough effect in the signal ratio, with a control signal flat, not every such curve was filed as active; inconclusive = small, poorly fitted or top-dose-only effect, or effect the other way, or a change in a side signal; the % refers to the signal ratio;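 also: potency is read from the fitted curve at half-maximal effect; plate controls were basal doxycycline-induced cells for no effect and cells given 10 µM MG132 for full effect; MG132 reads +100%, hits lower the ratio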
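Concentration-response series (up to 46 uM) were applied to TMD8 dual-reporter cells for 4 h at 37C with doxycycline. Green/red ratio, after filter-overlap correction, defined %Activity; red signal alone was normalised to basal cells and zero luminescence.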
Menin MLL FP TR = menin-MLL binding inhibition, Texas Red mutant peptide; Menin + Texas Red MLL mutant peptide, fluorescence polarization; Potency, µM (highest dose often 61.6 µM), inactives show at the highest dose FP activity change, negative = inhibition, actives largely listed as inhibitors; 0.23% of 270,000 active; AID 1768; active = well fitted inhibition curve with a large enough effect in the polarisation, with a control signal flat, not every such curve was filed as active; inconclusive = small, poorly fitted or top-dose-only effect, or effect the other way, or a change in a side signal; inactive = no such curve, though single readings can be large or run the other way; the % refers to the polarisation; also: potency is read from the fitted curve at half-maximal effect; % of control where 0% means no effect; many of its hits are not listed in these tables
USP2a block = inhibitors of human ubiquitin-specific protease USP2a | O75604 | USP2 core, Ub-CHOP2 coupled fluorogenic reporter, 485/531 | Potency, µM (series often up to 38.3 µM), inactives show at the highest dose activity change, negative = inhibition, usual class: inhibitors | 0.01% of 330,000 active | AID 463254;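 also: potency is read from the fitted curve at half-maximal effect; plate controls were DMSO wells for no effect and full inhibition by NEM control for full effect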
Target sequence (O75604 whole entry, looked up): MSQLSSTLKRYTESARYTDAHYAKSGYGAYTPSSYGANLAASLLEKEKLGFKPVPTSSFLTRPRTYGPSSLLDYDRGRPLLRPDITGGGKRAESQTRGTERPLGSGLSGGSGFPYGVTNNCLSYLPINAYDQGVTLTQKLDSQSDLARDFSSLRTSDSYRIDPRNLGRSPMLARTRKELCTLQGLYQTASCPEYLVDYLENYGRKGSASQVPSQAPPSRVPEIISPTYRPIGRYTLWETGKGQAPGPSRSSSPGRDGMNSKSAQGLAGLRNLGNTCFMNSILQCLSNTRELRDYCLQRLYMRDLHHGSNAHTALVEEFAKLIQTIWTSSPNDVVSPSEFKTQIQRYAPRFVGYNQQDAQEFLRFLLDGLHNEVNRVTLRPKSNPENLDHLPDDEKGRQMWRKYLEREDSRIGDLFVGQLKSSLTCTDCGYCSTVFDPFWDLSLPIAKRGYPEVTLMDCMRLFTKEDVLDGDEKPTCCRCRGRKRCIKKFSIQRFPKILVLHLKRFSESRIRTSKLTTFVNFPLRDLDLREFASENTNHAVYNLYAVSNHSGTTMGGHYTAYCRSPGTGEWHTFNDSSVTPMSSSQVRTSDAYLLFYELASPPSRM
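Cell-free coupled assay: 10nM USP2 core preincubated 30min RT with compound in Tris-HCl pH 8.0/CaCl2/CHAPS buffer, then 25nM Ub-CHOP2 and 25nM reporter substrate; fluorescence (Ex 485/Em 531) read after 60min RT, normalized to NEM inhibition, concentration-response curves fitted.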
Starred values were filed as active, the others as inactive; & = joins results of further samples; [ ] = remark or other dose. Unless noted, calls follow the shape of the dose curve; as a rule, active = well fitted curve in the direction sought with a large enough effect; inconclusive = small, poorly fitted or top-dose-only effect, or another doubt; inactive = no such curve, though single readings can be large; an effect the other way counts as inactive or inconclusive. Some of the compounds tested; count on the stated rates, not on these rows.

Screening CCOP(=O)(c1ccccc1)C1(C#N)CC1 (stereo unspecified) returned PKM2 activator 2%, Mito fusion yeast 7%, Eya2 inh 12%, GALK inh 1%, TSHR antagonist 0, hERG WT inh -8, MBNL1 CUG block -5%, S-ASM inh 0%, BCR signal inh 0%, Menin MLL FP TR 8% and USP2a block 3%.
`O=C(NCc1ccccn1)Nc1cccc(F)c1` gave PKM2 activator 2%, Mito fusion yeast -1%, Eya2 inh 7%, GALK inh 0%, TSHR antagonist 0, hERG WT inh -19, MBNL1 CUG block 1%, S-ASM inh 0%, BCR signal inh 6%, Menin MLL FP TR 2% and USP2a block -1%.
`CCOc1ccccc1OCC(=O)Nc1ccc(S(=O)(=O)Nc2nc(C)cc(C)n2)cc1` gave PKM2 activator 11%, Mito fusion yeast -5%, Eya2 inh 8%, GALK inh -1%, TSHR antagonist -5, hERG WT inh 7, MBNL1 CUG block 2%, S-ASM inh 13%, BCR signal inh -9%, Menin MLL FP TR 7% and USP2a block -1%.
Screening COc1cccc(C2c3[nH]c4ccccc4c3CCN2Cc2ncc[nH]2)c1 (stereo unspecified) returned PKM2 activator 3%, Mito fusion yeast 6%, Eya2 inh -1%, GALK inh -2%, TSHR antagonist -1, hERG WT inh 26, MBNL1 CUG block 8%, S-ASM inh 7%, BCR signal inh -1%, Menin MLL FP TR 11% and USP2a block 13%.
For O=P(c1ccccc1)(c1ccccc1)C(O)c1ccco1 (stereo unspecified) the results were PKM2 activator -6%, Mito fusion yeast 1%, Eya2 inh 22%, GALK inh 1%, TSHR antagonist -2, hERG WT inh -6, MBNL1 CUG block 0%, S-ASM inh 2%, BCR signal inh inconclusive, Menin MLL FP TR -4% and USP2a block -1%.
`COc1cc(C(=O)Nc2ccc3c(c2)N(C(=O)CN2CCN(C)CC2)c2ccccc2CC3)cc(OC)c1OC` gave PKM2 activator -2%, Mito fusion yeast 5%, Eya2 inh 4%, GALK inh -1%, TSHR antagonist 8, hERG WT inh -1, S-ASM inh -1%, BCR signal inh -21% and USP2a block 0%.
For CN(C)CCCN=C(NO)c1ccc(Cl)cc1Cl the results were PKM2 activator 4%, Mito fusion yeast 0%, Eya2 inh inconclusive, TSHR antagonist -1, hERG WT inh 7, MBNL1 CUG block -1%, S-ASM inh 2%, BCR signal inh 6% and USP2a block -1%.
`O=C(NNC(=O)c1csc(N2CCOCC2)n1)c1cccnc1` gave Mito fusion yeast -1%, Eya2 inh 9%, TSHR antagonist -5, hERG WT inh 12, S-ASM inh 3%, BCR signal inh -23% and USP2a block 1%.
For O=C(Nc1ccccc1C(F)(F)F)N1CCN(c2ccccn2)CC1 the results were PKM2 activator 0%, Mito fusion yeast 4%, Eya2 inh 1%, GALK inh 1%, TSHR antagonist 0, hERG WT inh -4, MBNL1 CUG block -2%, S-ASM inh 1%, BCR signal inh 0%, Menin MLL FP TR 2% and USP2a block 3%.
Screening Cc1cc(C)n(-c2cccc(Cl)c2C#N)n1 returned PKM2 activator 4%, Mito fusion yeast -3%, Eya2 inh -25%, TSHR antagonist -7, hERG WT inh -4, MBNL1 CUG block -3%, S-ASM inh 55%, BCR signal inh -8% and USP2a block 6%.
Screening COc1ccc(/C=N\NC(=O)C2C(=O)NCC2c2ccccc2)cc1O (stereo unspecified) returned PKM2 activator 6%, Mito fusion yeast 1%, Eya2 inh 11%, GALK inh -1%, TSHR antagonist 15, hERG WT inh -1, MBNL1 CUG block 11%, S-ASM inh 5%, BCR signal inh 3%, Menin MLL FP TR -18% and USP2a block -1%.
c1ccc(OCc2nnnn2-c2ccccc2)cc1 was read as PKM2 activator inconclusive, Mito fusion yeast -7%, Eya2 inh -5%, GALK inh 1%, TSHR antagonist 1, hERG WT inh 17, MBNL1 CUG block -5%, S-ASM inh 0%, BCR signal inh 10%, Menin MLL FP TR 6% and USP2a block 3%.
`CCN1C(=O)/C(=C/c2ccc(OCc3ccc(C(=O)O)cc3)c(Cl)c2)NC1=S` gave Mito fusion yeast inconclusive, Eya2 inh -3%, GALK inh -9%, TSHR antagonist -31, hERG WT inh 4, MBNL1 CUG block inconclusive, S-ASM inh 0%[11.5 µM], BCR signal inh inconclusive, Menin MLL FP TR inconclusive and USP2a block 3%.
Cc1cc2n(n1)C(c1ccccc1)CC(c1ccc(Br)cc1)=N2 (stereo unspecified) was read as PKM2 activator -5%, Mito fusion yeast 24%, Eya2 inh 10%, GALK inh 0%, TSHR antagonist 15, hERG WT inh -9, MBNL1 CUG block 3%, S-ASM inh -10%, BCR signal inh inconclusive, Menin MLL FP TR 4% and USP2a block 7%.
`O=C(CCCN1C(=O)c2ccccc2C1=O)OC1CSCC1NC(=O)c1ccccc1` (stereo unspecified) gave PKM2 activator 0%, Mito fusion yeast 4%, Eya2 inh 13%, GALK inh -1%, TSHR antagonist 0, hERG WT inh 9, MBNL1 CUG block -2%, S-ASM inh -1%, BCR signal inh inconclusive, Menin MLL FP TR -23% and USP2a block -2%.
For Cc1ccc(C(=O)Nc2cccc(C(F)(F)F)c2)cc1Nc1cncnc1 the results were PKM2 activator 2%, Mito fusion yeast -2%, Eya2 inh -8%, TSHR antagonist 7, hERG WT inh -7&-16, MBNL1 CUG block -1%, S-ASM inh -10%, BCR signal inh -17%, Menin MLL FP TR 27% and USP2a block 2%.
Screening CSc1ccccc1NC(=O)c1cc(C)on1 returned PKM2 activator -6%, Mito fusion yeast 2%, Eya2 inh -2%, GALK inh 0%, TSHR antagonist 4, hERG WT inh 23, MBNL1 CUG block -4%, S-ASM inh 4%, BCR signal inh inconclusive, Menin MLL FP TR -6% and USP2a block 1%.
N#Cc1nc(-c2ccc(OCc3ccccc3)cc2)oc1N1CCC(C(N)=O)CC1 was read as PKM2 activator -14%, Mito fusion yeast 2%, Eya2 inh 4%, GALK inh 3%, TSHR antagonist 0, hERG WT inh 0, MBNL1 CUG block 13%, S-ASM inh 11%, BCR signal inh 1%, Menin MLL FP TR 1% and USP2a block -2%.
`COc1ccc(Cc2nnc(NC(=O)Nc3ccccc3F)s2)cc1OC` gave PKM2 activator 0%, Mito fusion yeast 1%, Eya2 inh 2%, GALK inh 0%, TSHR antagonist -11, hERG WT inh 3, MBNL1 CUG block 5%, S-ASM inh -2%, BCR signal inh inconclusive, Menin MLL FP TR inconclusive and USP2a block -1%.
NNC(=O)CCN1CCN(C(c2ccccc2)c2ccccc2)CC1 was read as PKM2 activator 2%, Mito fusion yeast -9%, Eya2 inh -6%, GALK inh 1%, TSHR antagonist -8, hERG WT inh -28, MBNL1 CUG block -4%, S-ASM inh 6%, BCR signal inh inconclusive, Menin MLL FP TR -12% and USP2a block 2%.
O=C(Cc1ccccc1[N+](=O)[O-])NCCSCc1c(F)cccc1Cl was read as PKM2 activator -2%, Mito fusion yeast 10%, Eya2 inh -2%, GALK inh -1%, TSHR antagonist -5, hERG WT inh -3, MBNL1 CUG block -4%, S-ASM inh -4%, BCR signal inh 3%, Menin MLL FP TR -1% and USP2a block -1%.
For CNS(=O)(=O)c1cccc(C(=O)OCC(=O)N2CCN(C(=O)c3ccco3)CC2)c1 the results were Eya2 inh -35%, TSHR antagonist -8, hERG WT inh 0, S-ASM inh -1%, BCR signal inh 0% and USP2a block 2%.
`O=C(c1ccc(Br)cc1)N1CCN(S(=O)(=O)c2ccccc2)CC1` gave PKM2 activator 3%, Mito fusion yeast -10%, Eya2 inh 1%, GALK inh 0%, TSHR antagonist 10, hERG WT inh 8, MBNL1 CUG block -7%, S-ASM inh 1%, BCR signal inh inconclusive, Menin MLL FP TR -3% and USP2a block 1%.
Screening CN(C)S(=O)(=O)c1cccc(NC(=O)CN(CCO)CC(=O)Nc2cccc(S(=O)(=O)N(C)C)c2)c1 returned Mito fusion yeast 9%, Eya2 inh inconclusive, GALK inh -3%, TSHR antagonist -3, hERG WT inh -1, MBNL1 CUG block -3%, S-ASM inh -3%[11.5 µM], BCR signal inh inconclusive, Menin MLL FP TR 5% and USP2a block 0%.
`Cc1cccc(N2CCN(CC(=O)NCc3ccc(Cl)cc3)CC2)c1C` gave PKM2 activator 2%[11.5 µM], Mito fusion yeast 1%, Eya2 inh -12%, GALK inh 4%, TSHR antagonist 8, hERG WT inh 20, MBNL1 CUG block -6%, S-ASM inh -5%, BCR signal inh inconclusive, Menin MLL FP TR -11% and USP2a block -5%.
Screening O=C(Cc1ccccc1)Nc1ccc(NC(=O)C2CCCCC2)nc1 returned PKM2 activator -9%, Mito fusion yeast 4%, Eya2 inh 3%, GALK inh 1%, TSHR antagonist -34, hERG WT inh -6, MBNL1 CUG block 5%, S-ASM inh 3%, BCR signal inh -20%, Menin MLL FP TR -11% and USP2a block 0%.

Screening results: PubChem BioAssay, National Center for Advancing Translational Sciences (NCATS)
